Compound activity as filed in PubChem.
L major viab: Leishmania major promastigote growth inhibition, primary screen. Leishmania major promastigotes, resazurin fluorescence viability. inhibition, % at 10 µM. actives 9% (n = 200,000). AID 1063, 2008; in the data active means inhibition above about 50%;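 further: promastigotes grown with compound for 44 hours at 28 °C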
ROMK mod: ROMK potassium channel modulators, primary screen, cell-based, thallium flux, MLSMR library; B-score at 10 µM; actives 2% (n = 130,000); Tet-inducible ROMK, thallium flux fluorescence; actives lie on both sides; AID 1918, 2009;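 active means signal ratio slope over the read window, or its plate-corrected B-score, at least 3 SD from the plate mean, either direction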;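 further: B-score of the F/F0 ratio slope over 7 to 12 s after thallium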
Target sequence (P48048 whole entry, looked up): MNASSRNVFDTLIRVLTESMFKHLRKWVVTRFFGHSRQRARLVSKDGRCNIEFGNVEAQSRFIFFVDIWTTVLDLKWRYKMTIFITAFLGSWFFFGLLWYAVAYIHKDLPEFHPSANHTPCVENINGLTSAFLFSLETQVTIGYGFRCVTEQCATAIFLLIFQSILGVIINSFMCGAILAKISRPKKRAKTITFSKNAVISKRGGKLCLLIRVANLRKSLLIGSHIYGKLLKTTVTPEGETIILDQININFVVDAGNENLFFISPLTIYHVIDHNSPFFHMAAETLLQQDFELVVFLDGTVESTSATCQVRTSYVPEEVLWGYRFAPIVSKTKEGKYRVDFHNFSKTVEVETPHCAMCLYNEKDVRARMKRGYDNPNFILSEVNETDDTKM
RAM network inh: inhibitors of the yeast RAM network, primary screen, dse1pr::URA3 reporter, 5-FOA selection. S. cerevisiae dse1pr::URA3 reporter, 5-FOA growth OD615, 2 d; analog-sensitive cbk1-as2 kinase mutant strain. inhibition, % at 50 µM. actives 1.8% (n = 190,000);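 active means inhibition above a set limit, 3 SD over mean compound inhibition, cut at about 8.4% in these data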;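 further: 0% = DMSO-only wells with no growth and 100% = 10 µM 1-NA-PP1 full growth; inhibition rescues growth on 5-FOA so higher OD means more RAM inhibition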
Efa HMGR inh: inhibitors of E. faecalis class II HMGR, primary screen, biochemical, Enterococcus faecalis. HMG-CoA reductase (Enterococcus faecalis, mvaE). purified E. faecalis HMGR, NADPH absorbance 340 nm kinetic. inhibition, % at 10 µM. actives 0.41% (n = 190,000);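 active means inhibition above a set limit, the median over all tested compounds plus 3 SD, cut at about 9.5% in these data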;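 further: enzyme runs in reverse so mevalonate oxidation gives rising NADPH absorbance; 0% = complete reaction with DMSO and 100% = background rate lacking mevalonate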
PPARg SRC1 recr: PPARgamma agonists recruiting SRC-1 coactivator, primary screen, biochemical; activation, % at 8 µM; actives 0.41% (n = 200,000); PPARgamma-SRC-1 coactivator recruitment biochemical assay; Peroxisome proliferator-activated receptor gamma (Homo sapiens), P37231; in the data active means activation above about 19%;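 further: 0% = DMSO and 100% = reference agonist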
SRC2 TRFRET art: TR-FRET signal artefacts, primary screen, artefact control for PPARgamma SRC-2 agonist project, biochemical. TR-FRET ratio at 8 µM. AID 1049, 2008. actives 0.4% (n = 200,000). TR-FRET artefact counter-screen; active compounds read high; in the data active means TR-FRET ratio above about 2000; further: inactives centre near 1500
DTT redox prof: compounds producing H2O2 with reducing agent – biochemical, NIH compound library profiling, artefact control for MLSCN library redox annotation, primary screen. activation, % at 10 µM. DTT-dependent redox cycling H2O2, phenol red/HRP absorbance; 100% = 100 µM peroxide control, 0% = buffer. AID 878, 2007. actives 0.03% (n = 200,000);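 active means activation of at least 50% relative to the plate's high and low controls in the primary single-dose screen; inactive means activation below 50%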;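 further: compound incubated with DTT at 0.8 mM final as the reducing agent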
bIAP inhibitor: bovine intestinal alkaline phosphatase inhibitors, primary screen, selectivity assay for TNAP inhibitor project, biochemical, bovine IAP, CDP-star luminescence; alkaline phosphatase, intestinal [Bos taurus]; purified bovine IAP, 30 min; inhibition, % at 20 µM; 190,000 tested, under 10 active; AID 1019, 2008;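 active means over 50% inhibition of intestinal alkaline phosphatase at 20 µM in the single-dose screen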
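System: purified bovine intestinal alkaline phosphatase (IAP) enzyme; Input: IAP diluted 1/65,000,000 in the well; Measured by: CDP-star luminescence signal; Compound dosing: 20 µM single dose; Incubation: 30 min reaction at room temperature.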
PPARg SRC-3 ag: PPARgamma agonists recruiting SRC-3 coactivator, primary screen, biochemical; biochemical PPARgamma/SRC-3 coactivator recruitment assay; activation, % at 8 µM; actives 0.26% (n = 200,000); AID 731, 2007; in the data active means activation above about 23%;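 further: 0% = DMSO and 100% = reference agonist; some compounds past the cut are filed as inactive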
S1P3 antag: S1P3 receptor antagonists, primary screen, cell-based; CHO S1P3 NFAT-BLA reporter, FRET fluorescence, antagonist mode; inhibition, % at 4.98 µM; actives 0.27% (n = 170,000); AID 485, 2006;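 active means inhibition above the plate cutoff, the mean inhibition of test wells on that plate plus 3 SD, cut at about 28% in these data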;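 further: cells challenged with S1P at its EC80 of 0.8 µM; blue over green emission ratio from cleaved BLA substrate after 4 h stimulation; 0% = S1P-stimulated wells and 100% = unstimulated DMSO-only wells; some compounds past the cut are filed as inactive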
Target sequence (Q99500 whole entry, looked up): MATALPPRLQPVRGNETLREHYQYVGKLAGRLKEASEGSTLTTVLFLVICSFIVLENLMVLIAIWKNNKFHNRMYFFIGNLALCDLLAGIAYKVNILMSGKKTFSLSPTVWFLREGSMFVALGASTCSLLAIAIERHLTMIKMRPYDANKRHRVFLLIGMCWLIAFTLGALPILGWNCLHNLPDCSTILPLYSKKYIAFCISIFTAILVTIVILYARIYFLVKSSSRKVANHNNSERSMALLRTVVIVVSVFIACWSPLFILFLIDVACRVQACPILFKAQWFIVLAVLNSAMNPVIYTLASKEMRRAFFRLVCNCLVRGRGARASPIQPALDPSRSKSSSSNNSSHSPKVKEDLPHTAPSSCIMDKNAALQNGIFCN
PPARg SRC-2 ag: agonists of PPARg-SRC-2 recruitment, primary screen, biochemical, HTS; PPARgamma LBD-SRC-2 recruitment; activation, % at 8 µM; actives 0.34% (n = 200,000); AID 1032, 2008; in the data active means activation above about 22%;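 further: 0% = vehicle and 100% = reference agonist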
Active calls of the source: *; / = no result given. Not a hit list; about 13% have a hit in one of these screens.

SMILES	L major viab	ROMK mod	RAM network inh	Efa HMGR inh	PPARg SRC1 recr	SRC2 TRFRET art	DTT redox prof	bIAP inhibitor	PPARg SRC-3 ag	S1P3 antag	PPARg SRC-2 ag
COc1ccc(CCNCCC(=O)Nc2c(C)cc(C)cc2C)cc1OC	31.5	/	1.0	-0.8	3.1	1584	-0.7	0.9	2.7	-2.3	6.5
COc1ccc(CN(C)CC(=O)NC(C)c2ccccc2)cc1OC (stereo not drawn)	5.6	1.42	0.8	-2.2	0.8	1503	0.0	3.3	2.4	-12.7	-5.9
CS(=O)(=O)N(CCc1ccccc1)CC(=O)NCc1cccnc1	-1.7	/	1.2	3.1	-1.5	1438	0.6	5.5	1.8	-12.8	-2.0
CCOC(=O)c1cc(OC(=O)c2cccs2)n(-c2ccccc2)n1	-8.2	-0.659	0.8	-5.8	7.0	1548	13.0	-4.5	3.5	-29.4	-4.1
COC(=O)c1ccccc1NC(=O)C(=O)NCc1ccncc1	0.8	-0.00349	0.2	0.3	1.4	1378	0.1	-3.7	1.5	-0.3	4.5
COc1ccc2c(C)nc(Nc3nc(C)cc(C)n3)nc2c1	21.6	0.883	2.2	0.0	8.3	1708	0.7	-8.3	4.3	/	12.7
C/C(=N\NC(=O)c1c(Cl)c(C)nn1C)c1cccc(NC(=O)COc2ccc(Cl)cc2)c1	-4.0	0.522	5.2	-5.4	-0.3	1459	-0.2	0.3	-2.5	/	-2.9
O=C(c1ccco1)N1CCN(C(=O)c2ccccc2Oc2ccccc2)CC1	5.2	-0.206	2.0	-2.3	-2.9	1509	0.9	11.5	-9.4	-6.6	-2.8
CCOC(=O)/C=C(/C)N1N=C(c2ccc(OC)cc2)CC1c1cccc([N+](=O)[O-])c1 (stereo not drawn)	23.3	/	2.6	-3.0	0.0	1688	0.2	10.0	2.0	-0.9	4.4
CCc1nccn1S(=O)(=O)c1ccc(C)c(C)c1	-0.9	-1.27	1.6	-3.5	1.2	1411	2.2	8.4	-7.0	21.8	-7.0
Cn1c(C(=O)O)c(CC(=O)Nc2ccccc2F)c2ccccc21	-9.2	/	3.2	0.0	0.3	1373	3.4	5.4	-9.7	-47.6	2.7
COc1ccc([N+](=O)[O-])cc1NC(=O)c1cc(C)c(C)o1	-2.9	2.6	3.9	-2.8	3.8	1542	-1.6	13.3	-3.0	-12.2	5.2
CC(C(=O)Nc1nc2ccccc2s1)n1cc([N+](=O)[O-])cn1 (stereo not drawn)	3.7	/	-0.2	0.5	5.0	1699	-0.7	16.5	7.9	-15.9	10.9
CSc1cc(/C=N/O)c(SC)s1	7.3	0.526	-1.6	-5.6	13.4	1752	0.9	10.0	13.5	-14.0	11.0
Cc1cccc(C)c1NC(=O)CN(C)C(=O)C(c1ccccc1)c1ccccc1	85.8*	/	-0.7	-8.7	-1.4	1457	0.1	7.2	-1.7	9.6	-8.4
Brc1ccc(CNc2cc3c(cc2Br)OCCO3)cc1	-3.2	0.00694	8.0	-2.2	9.4	1447	-2.2	18.6	1.7	-0.1	7.6
O=C(CCC(=O)N(CC(=O)NC1CCCCC1)Cc1ccccc1)Nc1ccccn1	14.3	-0.282	0.0	-6.8	-1.1	1414	-1.0	-1.4	-10.4	-0.1	-1.4
CCOc1ccc(NS(=O)(=O)c2ccc(NC(=S)NC(=O)C(C)C)cc2)cc1	19.4	-0.0256	2.1	0.2	8.5	1661	0.2	37.0	-6.5	/	8.6
COC(=O)c1cc(-c2ccc(Cl)cc2)n(-c2ccc(S(N)(=O)=O)cc2)n1	-0.8	-0.313	0.6	4.9	-1.2	1703	-0.7	-3.6	-4.8	3.7	-8.2
CCOC(=O)C(C)c1n[nH]c(=O)c2ccccc12 (stereo not drawn)	-5.9	/	0.2	0.8	2.4	1582	1.8	5.9	-7.5	-15.8	0.1
Cc1ccc(/C=C2/SC(=O)N(CC(=O)N3CCOCC3)C2=O)s1	17.1	-0.0835	2.3	-2.5	8.8	1581	0.2	4.2	-0.6	0.1	-3.7
COc1ccc(-n2nc(C(=O)NCC(=O)NCc3ccc(F)cc3)c3ccccc3c2=O)c(OC)c1	-9.6	/	6.0	3.2	6.7	1581	-2.5	-1.8	6.3	/	2.0
O=C(Nc1ccc2c(c1)OCO2)c1cncc(Br)c1	-6.7	0.143	3.5	0.3	2.9	1555	1.0	2.5	-8.6	/	-7.2
COc1ccc(C(=O)NCC(=O)OCC(=O)Nc2cc(OC)ccc2OC)cc1	-4.4	-0.623	1.3	0.5	1.3	1458	0.4	10.1	-2.8	/	2.9
CC1CC1C(=O)OCC(=O)NCc1ccc(Cl)cc1 (stereo not drawn)	-12.2	1	0.1	-1.0	5.1	1559	0.1	14.4	-4.1	/	7.1

Structural class, the entries above with a Cl atom.
SMILES	L major viab	ROMK mod	RAM network inh	Efa HMGR inh	PPARg SRC1 recr	SRC2 TRFRET art	DTT redox prof	bIAP inhibitor	PPARg SRC-3 ag	S1P3 antag	PPARg SRC-2 ag
C/C(=N\NC(=O)c1c(Cl)c(C)nn1C)c1cccc(NC(=O)COc2ccc(Cl)cc2)c1	-4.0	0.522	5.2	-5.4	-0.3	1459	-0.2	0.3	-2.5	/	-2.9
COC(=O)c1cc(-c2ccc(Cl)cc2)n(-c2ccc(S(N)(=O)=O)cc2)n1	-0.8	-0.313	0.6	4.9	-1.2	1703	-0.7	-3.6	-4.8	3.7	-8.2
CC1CC1C(=O)OCC(=O)NCc1ccc(Cl)cc1 (stereo not drawn)	-12.2	1	0.1	-1.0	5.1	1559	0.1	14.4	-4.1	/	7.1

Following part:
SMILES	L major viab	ROMK mod	RAM network inh	Efa HMGR inh	PPARg SRC1 recr	SRC2 TRFRET art	DTT redox prof	bIAP inhibitor	PPARg SRC-3 ag	S1P3 antag	PPARg SRC-2 ag
O=C(NC1CCCC1)C(c1ccc(F)cc1)N(Cc1ccc(F)cc1)C(=O)CCl (stereo not drawn)	100.0*	-1.41	1.4	0.2	0.3	1729	0.4	-3.9	1.6	-17.7	1.5
CC1(C)S/C(=N/N=C/c2ccco2)NC1=O	-5.2	/	0.4	-6.9	-2.0	1463	0.1	-44.8	-2.2	-9.3	-12.3
COCCNC(=O)c1c[nH]c2cc(OC)c(OC)cc2c1=O	13.8	/	1.1	-5.2	-5.4	1411	1.6	3.4	7.7	-1.0	-0.6
O=C1NC(c2cccs2)C(C(=O)c2ccccc2)C(O)(C(F)(F)F)N1 (stereo not drawn)	-3.8	/	-0.8	-12.0	1.6	1449	2.4	15.3	0.7	-13.8	4.4
CCOC(=O)CCCCNC(=O)Nc1ccccc1	-1.1	-0.596	1.0	4.3	3.3	1760	-2.0	-4.7	-2.9	-7.3	-10.2
COC(=O)C1=NN(c2ccc(Cl)cc2)C2C(=O)N(c3ccccc3OC)C(=O)C12 (stereo not drawn)	-4.0	-0.118	1.2	-2.4	4.0	1810	-0.6	6.7	-1.7	11.6	11.4
CC(C)(C)c1ccc(S(=O)(=O)NNC(=O)C2CCN(Cc3cccc(F)c3)CC2)cc1	17.3	0.0892	0.9	-5.2	0.3	1562	-1.8	2.0	2.5	8.2	7.6
COC(=O)CN1C(=S)N(c2ccc(OC)cc2)C(=O)/C1=C/c1cccs1	69.0*	-0.00251	4.0	-3.8	4.6	1781	0.8	-2.0	7.8	0.9	-0.3
O=C(Cc1cccc2ccccc12)N/N=C1\CCCc2ccccc21	63.6*	/	2.0	-7.5	1.4	1520	-13.9	9.7	-3.9	/	0.1
CCCCOc1ccc(C(=O)NCc2ccco2)cc1	-3.0	0.526	0.7	3.9	8.2	1515	0.3	13.9	-2.2	-11.3	0.7
COc1ccc(OC)c(C2C(C(=O)c3sc(C)nc3C)=C(O)C(=O)N2CCN2CCOCC2)c1 (stereo not drawn)	-0.1	0.404	0.1	-6.2	-1.6	1383	-0.5	3.6	-1.3	/	-3.4
c1ccc(CNc2ccc3c(c2)ncn3C2CCCCC2)nc1	15.5	0.362	0.1	-2.4	-3.0	1725	1.7	5.8	12.2	-8.6	3.2
CSc1nc2ccc(NC(=O)C3=NNC(=O)CC3)cc2s1	0.2	0.622	1.0	3.1	-2.2	1658	-2.2	8.2	1.0	14.3	5.7
CCCn1c(SCC(=O)Nc2nonc2C)nnc1-c1ccoc1C	10.4	-0.017	3.6	-12.7	6.7	1718	-0.1	-23.2	0.7	-23.7	-2.4
CCN(CC)CCOC(=O)/C=C/c1ccccc1OC	-3.4	-0.407	-0.7	-1.1	-0.9	1399	-0.3	13.5	0.3	-3.2	4.3
Cc1cc(Br)cc2c1NC(=O)C2(c1c(C)n(C)n(-c2ccccc2)c1=O)c1c(C)n(C)n(-c2ccccc2)c1=O	-9.8	0.636	0.2	-3.0	-1.7	1536	0.1	20.4	11.5	/	9.8
CCC(C)c1ccc(NC(=O)COc2c(F)c(F)c(C(F)(F)F)c(F)c2F)cc1 (stereo not drawn)	-2.6	/	10.3*	-0.7	-0.2	1717	1.7	18.4	6.3	-9.4	-3.8
NC(=S)Nc1ccc2cc[nH]c2c1	2.0	0.526	1.4	-3.5	4.5	1694	4.5	-8.5	-1.4	-15.6	-2.8
CC(C)(C)NC(=O)NC(=O)COC(=O)Cn1c(C(F)(F)F)nc2ccccc21	-5.8	/	-0.2	-7.0	5.1	1640	-0.4	1.4	10.6	-3.9	-6.1

For convenience, part of the list above:
SMILES	L major viab	ROMK mod	RAM network inh	Efa HMGR inh	PPARg SRC1 recr	SRC2 TRFRET art	DTT redox prof	bIAP inhibitor	PPARg SRC-3 ag	S1P3 antag	PPARg SRC-2 ag
CCOC(=O)/C=C(/C)N1N=C(c2ccc(OC)cc2)CC1c1cccc([N+](=O)[O-])c1 (stereo not drawn)	23.3	/	2.6	-3.0	0.0	1688	0.2	10.0	2.0	-0.9	4.4
CCc1nccn1S(=O)(=O)c1ccc(C)c(C)c1	-0.9	-1.27	1.6	-3.5	1.2	1411	2.2	8.4	-7.0	21.8	-7.0
Cn1c(C(=O)O)c(CC(=O)Nc2ccccc2F)c2ccccc21	-9.2	/	3.2	0.0	0.3	1373	3.4	5.4	-9.7	-47.6	2.7
COc1ccc([N+](=O)[O-])cc1NC(=O)c1cc(C)c(C)o1	-2.9	2.6	3.9	-2.8	3.8	1542	-1.6	13.3	-3.0	-12.2	5.2
CC(C(=O)Nc1nc2ccccc2s1)n1cc([N+](=O)[O-])cn1 (stereo not drawn)	3.7	/	-0.2	0.5	5.0	1699	-0.7	16.5	7.9	-15.9	10.9
CSc1cc(/C=N/O)c(SC)s1	7.3	0.526	-1.6	-5.6	13.4	1752	0.9	10.0	13.5	-14.0	11.0
